# From PubChem BioAssay
# Cneo AK release – Cryptococcus neoformans cell lysis inducers, primary screen, AK release luminescence, single concentration | AID 651654, 2012 | C. neoformans lysis, adenylate kinase release luminescence, 4 h; normalised: neutral wells 0, clomiphene wells 100 | hit rate 0.2% among 360,000 | lysis activity, % at 15 µM;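 active = mean lysis activity across replicates of at least 80%, whatever share of replicates individually reach that level; inactive = mean lysis activity below 80%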
#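 Material: C. neoformans cells; Schedule: 4 h static compound exposure, 37 °C, read 1 h post-reagent; Measured by: adenylate kinase release luminescence; Read-out: signal increase indicating cell lysis; Controls: Clomiphene as positive lysis control.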
# PAX8 inh HTS – inhibitors of PAX8-driven TPO luciferase reporter, primary screen, RMG-I cells, single concentration; SteadyGlo, 24 h; inhibition, % at 12.6 µM; hit rate 1.2% among 360,000;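 active = mean replicate inhibition at least 60% with every replicate also reaching 60%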;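 also: luciferase light reporting Pax8 driven TPO promoter activity; plate controls were median of neutral control wells for no effect and mitoxantrone controls for full effect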
# LGR2 antag – inhibitors of bursicon-induced LGR2 CRE-luciferase signal, primary screen, cell-based, HEK293, CRE-luciferase reporter, bursicon stimulation; bursicon-stimulated, 4 h; inhibition, % at 9.99 µM; hit rate 0.35% among 380,000; AID 720647, 2013;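 active = drop in luminescence signal, shown as inhibition above about 50% in the replicate tests, limit read from the data, passing the limit was not always enough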;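 also: agonist challenge used bursicon conditioned medium at about half maximal strength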
# FN deposition inh – inhibitors of fibronectin matrix deposition, primary screen, AH1F cells, Alexa488-fibronectin fluorescence, plate reader; AID 743247, 2014; inhibition, % at 12.6 µM; hit rate 0.086% among 350,000; AH1F fibroblasts, overnight;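 active = mean inhibition across replicates of 30% or more, regardless of how many single replicates reach that level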;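 also: positive control wells lacked labelled fibronectin entirely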
#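 Material: AH1F fibroblasts assembling fluorescent fibronectin matrix; amount: 10000 AH1F cells/well; medium: DMEM, 2% serum; reagent: Alexa488-fibronectin, 24 nM final in well; dosing: single compound dose, delivered by pin transfer; incubation: 1 h adhesion, overnight exposure; detection: fluorescence after three HBSS washes, excitation 485 nm, emission 525 nm; measure: fibronectin deposition inhibition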
# miR-122 sensor – miR-122 Renilla sensor signal increase in Huh7, primary screen, miR-122 inhibitor project, cell-based, single point, plate reader. Huh7 miR-122 Renilla luciferase sensor, 48 h; neutral wells = 0, positive control = 100. activation (reporter increase), % at 12.5 µM. hit rate 0.3% among 340,000. AID 602342, 2012;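 active = mean replicate activation score at least 90 and every replicate individually at or above 90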;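 also: higher luciferase means less miR-122 activity so hits act as miR-122 inhibitors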
# PGC1a acetyl inh – inhibitors of PGC1a acetylation signal, primary screen, cell-based, U2OS, AlphaScreen, inhibitor mode | AlphaScreen anti-acetyl-lysine; with virally co-expressed GCN5 acetyltransferase | inhibition, % at 15.6 µM | hit rate 0.17% among 350,000;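 active = every replicate shows inhibition of at least 40%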;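 also: 0% = neutral control wells and 100% = positive control wells; some results beyond the cut were filed as inactive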
# EWS-Fli inh – EWS/Fli-driven NR0B1 reporter inhibitors, primary screen, A673 cells, NR0B1 luciferase, luminescence, MLPCN library. hit rate 0.67% among 350,000. viability-normalised. AID 651661, 2012. inhibition, % at 12.6 µM;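 active = mean inhibition of at least 50% after viability correction, with every replicate also passing that limit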;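 also: firefly luciferase signal divided by Alamar Blue viability fluorescence both relative to DMSO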
# CASP6 VEID inh – human caspase-6 inhibitors, primary screen, biochemical, VEID-R110 fluorescence, single point, set 2; purified caspase-6, Z-VEID-R110 cleavage fluorescence; inhibition, % at 12.5 µM; hit rate 0.53% among 350,000; AID 686996, 2013;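 active = mean inhibition across replicates at least about 35%, with every replicate also reaching that limit, limit read from the data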;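 also: 0% = median of neutral control wells and 100% = no fluorescence left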
# Target sequence (P55212 24-179 limits assumed): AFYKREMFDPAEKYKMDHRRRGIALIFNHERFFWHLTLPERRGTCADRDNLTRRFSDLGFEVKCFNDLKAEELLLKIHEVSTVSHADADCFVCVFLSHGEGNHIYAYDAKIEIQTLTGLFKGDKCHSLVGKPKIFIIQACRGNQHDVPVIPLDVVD
# Target sequence (P55212 194-293 limits assumed): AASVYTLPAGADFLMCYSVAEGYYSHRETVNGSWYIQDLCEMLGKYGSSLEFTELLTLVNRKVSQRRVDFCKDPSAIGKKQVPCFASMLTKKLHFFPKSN
# An asterisk follows results filed as active; x = no result given; & = joins results of further samples; [ ] = dose if it differs, or a comment. This is a random part of the collection (roughly 2.5% active in at least one column).
compound,Cneo AK release,LGR2 antag,CASP6 VEID inh,PGC1a acetyl inh,miR-122 sensor,PAX8 inh HTS,EWS-Fli inh,FN deposition inh
CC(CN1CCOCC1)OC(=O)CCc1ccccc1 (configuration not stated),x,-25,9,0,x,-1,-5,-6
C[C@@H]1CN([C@@H](C)CO)C(=O)c2cccc(NS(=O)(=O)c3cccs3)c2O[C@@H]1CN(C)Cc1ccc(-c2ccccc2)cc1,2,-12,0,-12,-3[16.7 µM],-9,-1,x
CCOc1ccc(CCNC(=O)CCc2nc3ccccc3[nH]2)cc1OCC,x,-10,9,0,-12,-14,4,-1
CCN(CC)S(=O)(=O)c1ccc(OC)c(NC(=O)CC2CCCC2)c1,9,1,-1,x,4,11,-6,20
CC(C)(C)c1nc2ccccc2c2nnc(SCC(=O)Nc3nc4ccccc4s3)n12,-1,-12,-2,0,x,x,x,x
C/C(=N/OC(=O)c1cccc(Cl)c1)c1nccs1,-3,x,x,x,15,-6,x,-11
Cc1cc(Cl)ccc1Oc1ncc(CN2CCN(c3ccccc3)CC2)s1,-2,x,x,-1,4,8,x,3
S=C(NC1CCCCC1)NC1CC2C=CC1C2 (configuration not stated),4,x,1,-6,1,-6,4,-7
C=CCNC(=O)C(=O)Nc1cc2c3c(c1)CCC(=O)N3CCC2,-1,3,-3,11,9,4,3,2
CCN(CC(=O)NCc1ccc(Cl)cc1)C(=O)c1ccc(S(=O)(=O)N(C)C)cc1,0,-4,-2,15,-2,14,-1,3
C[C@H]1CN([C@@H](C)CO)C(=O)c2cc(C#Cc3cccc(F)c3)cnc2O[C@@H]1CN(C)CC1CCOCC1,1,-16,2,-6,-4[16.7 µM],3,8,x
C[C@@H]1CN(c2ccc(N3CCN(C(=O)OC(C)(C)C)C[C@H]3C)cc2C#N)CCN1Cc1ccccc1,x,11,2,x,x,16,37,4
COc1cccc(-c2ccc(-c3noc(-c4ccccc4F)n3)c(OC)n2)c1,2,x,x,-6,-2,-12,x,x
Cc1ccc(S(=O)(=O)Nc2ccc3c(c2)C(=O)N([C@@H](C)CO)C[C@H](C)[C@H](CN(C)S(C)(=O)=O)O3)cc1,3,-2,0,25,-4[16.7 µM],x,-4,0
CC1(C)CN=C(N(C(=O)Nc2ccccc2)c2ccccc2F)S1,-2,-22,-2,9,2,-14,10,4
COc1ccc(CN2C(=O)C(CC(C)C)Nc3ncnc(N4CCOCC4)c32)cc1 (configuration not stated),-3,2,5,-3,-2,5,6,-1
C(=C\c1ccc(C2[C@@H]3CN(Cc4cocn4)C[C@H]2N3)cc1)/c1ccccc1 (some centres not stated),x,-46&-55,x,6&-25,x,-193&-113,3&23,-13&12
COc1ccc(C(=O)NC2CCCc3c2cnn3-c2cc(F)cc(F)c2)c(OC)n1 (configuration not stated),18,3,-1,1,4,-10,x,-6
Cc1cnc(NC(=O)Cc2ccccc2F)s1,0,0,-3,-5,-1,-101,-13,-8
Cc1cc(C)c(NC(=O)C2CCCN(S(=O)(=O)c3c(C)noc3/C=C/N(C)C)C2)c(C)c1 (configuration not stated),0,-6,-1,9,x,-1,-4,-4
COc1ccc(-c2nc(C#N)c(N3CC(C)OC(C)C3)o2)cc1OC (configuration not stated),-5,11,x,45,2,x,x,x
O=C(NCc1ccc2[nH]c3c(c2c1)CCCC3)c1ccc(S(=O)(=O)N2CCCCC2)cc1,0,5,0,14,-2,x,4,-1
NC(=O)c1ccc(NC(=O)COC(=O)CCSc2ccccc2)cc1,-1,1,3,-7,-3,6,4,1
CCCCOCCCNC(=O)C[C@@H]1C[C@@]2(C(=O)OC)CCCCC=C2N(Cc2ccccc2)C1=O,x,-3,-3,x,x,18,3,-3
OC[C@@H]1[C@@H](c2ccc(-c3ccc(F)cc3)cc2)[C@H]2CN(Cc3ccncc3)CCCCN12,0,2,2,-3,-3[16.7 µM],0,1,x

# Three entries out of the list, sorted by heavy-atom count, largest number first.
compound,Cneo AK release,LGR2 antag,CASP6 VEID inh,PGC1a acetyl inh,miR-122 sensor,PAX8 inh HTS,EWS-Fli inh,FN deposition inh
C[C@@H]1CN(c2ccc(N3CCN(C(=O)OC(C)(C)C)C[C@H]3C)cc2C#N)CCN1Cc1ccccc1,x,11,2,x,x,16,37,4
Cc1cc(Cl)ccc1Oc1ncc(CN2CCN(c3ccccc3)CC2)s1,-2,x,x,-1,4,8,x,3
CC1(C)CN=C(N(C(=O)Nc2ccccc2)c2ccccc2F)S1,-2,-22,-2,9,2,-14,10,4

# (list continues)
compound,Cneo AK release,LGR2 antag,CASP6 VEID inh,PGC1a acetyl inh,miR-122 sensor,PAX8 inh HTS,EWS-Fli inh,FN deposition inh
O=C(NCc1ccco1)C(c1ccco1)N(CCc1ccccc1)C(=O)Cn1nnc2ccccc21 (configuration not stated),0,12,x,-12,10,x,x,x
CC1(C)CC(=O)c2c(O)cc(OCC(=O)Nc3ccc(S(N)(=O)=O)cc3)cc2O1,5,12,3,14,-4,x,-2,x
CCOc1ccc2ccccc2c1/C=N\NC(=O)c1ccc([N+](=O)[O-])cc1,2,-10,1,2,6,8,-7,2
C[C@H]1Oc2ccccc2C(=O)C1C(=O)c1ccccc1 (some centres not stated),x,-3,-10,x,x,-44,-23,-6
CN(C)C(=O)C[C@H]1C[C@H]2c3cc(NC(=O)Nc4ccc(C(F)(F)F)cc4)ccc3O[C@H]2[C@@H](CO)O1,13,15,-1,5,-1[16.7 µM],x,3,5
O=C(CCc1nc2ccccc2c(=O)[nH]1)Nc1nc(-c2cccs2)cs1,x,6,4,x,x,x,-6,3
CC1CC(C)CN(S(=O)(=O)c2cc3c4c(c2)CCC(=O)N4CCC3)C1 (configuration not stated),1,6,-2,x,18,4,5,5
CCOC(=O)N1CCN(C(c2ccc(Cl)cc2)c2sc3nc(C)nn3c2O)CC1 (configuration not stated),0,-6,1,x,-4,27,4,2
CCS(=O)(=O)C1=NN2C(=N)/C(=C\c3ccc(OC(=O)c4ccco4)cc3)C(=O)N=C2S1,-6,-1,13,0,-3,-4,x,1
COc1ccc(C(C)(O)c2nc(-c3cccs3)cs2)cc1 (configuration not stated),-3,8,0,-10,18,0,11,x
COc1ccc(C#Cc2ccc3c(c2)O[C@@H](CN(C)C(=O)NC2CCCCC2)[C@H](C)CN([C@H](C)CO)S3(=O)=O)cc1,12,5,2,10,23[16.7 µM],x,14,x
O=C(CCCCn1c(=O)[nH]c2ccsc2c1=O)NCc1ccc2c(c1)OCO2,-9,11,0,-21,2,-1,-2,3
O=C(O)c1ccc(Cl)c(NC(=O)C2CCN(S(=O)(=O)c3cccs3)CC2)c1,0,-18,0,3,-1,-1,1,9
C[C@@H](CN1C2=NC[C@@H](Cc3ccccc3)N2C[C@H]1Cc1ccc(O)cc1)NC(=O)CCC1CCCCC1,x,5,16,x,x,47,-1,x
CCOc1ccccc1-n1c(=S)sc2c(=O)n(-c3ccccc3)c(=S)[nH]c21,x,-1,-1,-7,x,1,-9,-1
CCS(=O)(=O)N1N=C(c2cccs2)CC1c1cc2cc(C)ccc2nc1Cl (configuration not stated),-3,-39,-3,-9,8,-62,-26,-2
CC1(C)N=C(N)N=C(N)N1c1cccc(CN)c1,x,-8,-40,x,x,-4,0,9
Cc1ccc(NS(=O)(=O)c2c(C)[nH]c(C)c2C(=O)N2CCCC2)cc1,-2,7,4,-2,6,5,x,3
CC(=O)/C(=C/N(C)C)C(=O)Nc1ccc(Cl)cc1Cl,x,-19,-1,-1,-1,6,-8,x
COc1ccc(CC(N)c2csc(NC(=O)Nc3ccc(C(C)C)cc3)n2)cc1 (configuration not stated),0,1,-5,x,-24,4,46,2
O=C(CSc1ccc(-c2ccccn2)nn1)NCc1ccc(Cl)cc1,x,-5,0,-10,-4,-6,1,2
Cc1noc(C)c1S(=O)(=O)N(C)C[C@H]1OCCCC[C@H](C)Oc2ccc(NC(=O)Nc3cccc4ccccc34)cc2C(=O)N([C@H](C)CO)C[C@@H]1C,0,22,0,12,-2[16.7 µM],5,-2,x
Cc1ccc(C)c(C(=O)OCC(=O)N(C)c2ccccc2)c1,1,-3,4,x,-2,6,-5,10
COCC(=O)N1[C@H](C#N)[C@@H](c2ccccc2-c2cccc(OC)c2)[C@@H]1CO,x,-3,0,12,x,-6,7,-8
Cc1ccccc1S(=O)(=O)N1[C@H](CO)[C@@H](c2ccc(C#CC3CC3)cc2)[C@@H]1C#N,2,11,1,-4,x,64*,13,-21
CC(C)(C)c1ccc(CC(=O)N2CCC2(C)C(=O)NS(=O)(=O)c2ccc(F)cc2F)cc1 (configuration not stated),2,-7,3,x,x,7,6,2
COc1ccc2cc(C(=O)N(C)Cc3ccccc3)[nH]c2c1,1,-1,-2,-1,0,-7,-18,0
OCCN1CCN(c2ncnc3c2ncn3[C@H]2CN(Cc3cccs3)C[C@@H](CO)O2)CC1,-2,-10,2,x,-26,2,-8,8
Nc1[nH]c(N=NC(=O)c2ccc(F)cc2)c2ccccc12,x,-15,-1,x,x,-128,-25,-1
CCc1c(C)nc2[nH]ncn2c1=O,x,11,-1,x,x,-4,-8,-10
Cc1onc(-c2ccccc2)c1C(=O)OCCOc1ccc([N+](=O)[O-])cc1[N+](=O)[O-],-5,6,0,-44,-13,30,28,x
COc1ccc(NC(=O)/C(=C\c2ccc(OC)c(OC)c2)NC(=O)c2ccco2)cc1,3,19,2,x,x,6,-2,11
CN(C(=O)COC(=O)c1nc(-c2ccccc2)n(-c2ccccc2)n1)C1CCS(=O)(=O)C1 (configuration not stated),-2,x,x,0,-17,-3,x,8
CCN(C(=S)NC(=O)Cc1ccc(OC)cc1)c1ccccc1,4,3,1,2,1,-4,10,5
COc1c2ccoc2nc2c(OC)c(OCC(OC(C)=O)C(C)(C)O)ccc12 (configuration not stated),3,-27,1,-18,-5,x,-49,x
O=C1NCCN/C1=C\C(=O)c1cccc(Br)c1,x,-35,-3,x,x,-48,-77,1
CN(C)C(=O)c1cccc(-c2ccc([C@H]3[C@H]4CN(C(=O)C5CCCC5)CC(=O)N4[C@H]3CO)cc2)c1,x,39,3,1,x,-1,-5,-1
COc1ccc(NC(=O)Nc2ccc3c(c2)C(=O)N([C@@H](C)CO)C[C@@H](C)[C@H](CN(C)S(=O)(=O)c2ccccc2)OCCCC[C@H](C)O3)cc1,46,7,3,-10,-7[16.7 µM],-13,18,-15
CN(Cc1ccccc1)C(=O)C1CCN(S(=O)(=O)c2ccc3nc4c(c(C(=O)O)c3c2)CCCC4)CC1,0,-4,62*,14,-2,-9,x,-10
CC(C(=O)Nc1cccc([N+](=O)[O-])c1)N1CCN(C/C=C/c2ccccc2)CC1 (configuration not stated),1,-2,x,0,-4,x,x,x
O=C(c1ccccc1F)N1CC(=O)N2[C@H](CO)[C@@H](c3ccc(-c4ccc(F)cc4)cc3)[C@H]2C1,x,3,4,-9,x,18,-13,x
